FUS suppressor – rescues growth of FUS-expressing yeast | S. cerevisiae FUS-expressing, growth rescue, OD600, 24 h | Potency, µM (top dose mostly 76.6 µM), for the others: top-dose growth rescue (activation), actives largely listed as activators | 0.24% of 390,000 active | AID 1347120;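 also: potency is read from the fitted curve at half-maximal effect; plate controls were DMSO vehicle for no effect and reference control for full effect; nearly all actives have a fitted effect of over 55% in size; some results filed as inactive show a strong effect at the top dose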
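Quantitative HTS measuring growth restoration of FUS-toxic yeast. Galactose-induced cells (OD 0.005) were exposed 24hr at 30C to compounds at several concentrations, then absorbance at 600 nm was recorded.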
PLK1 PBD inh – inhibitors of human PLK1 polo-box domain binding | P53350 | Plk1 PBD binding of FITC phosphopeptide, fluorescence polarization | Potency, µM, inactives show max response, negative = inhibition, usual class: inhibitors | 2.8% of 360,000 active | AID 720504; also: potency is read from the fitted curve at half-maximal effect; series mostly up to about 57 µM; % is scaled to controls: 0 for no effect and ±100 for the full control effect; nearly all actives have a fitted effect of over 65% in size
IL2 activator – activates IL-2 in a cell-based reporter assay. IL-2 activation reporter assay, cell-based qHTS; stimulated with anti-CD3/CD4/CD28 beads; in transgenic mouse T cells. activation, % (series mostly up to about 46 µM). 0.065% of 360,000 active; in the data active = activation above about 50%; inconclusive = mostly about 30% to 49%; also: 0% is about no effect
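EGFP and DsRed fluorescence is measured by plate cytometry in unstimulated transgenic mouse T cells exposed to compound for 60 minutes, then stimulated 18 hours at 37 degrees C with anti-CD3/anti-CD4 beads plus anti-CD28.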
EPAC1 antag – EPAC1 (human) antagonism; O95398; EPAC1 GEF assay, Rap1b-BODIPY-GDP exchange fluorescence; Potency, µM (highest dose often 115 µM), inactives show at the top dose activity change, negative = inhibition, hits mostly inhibitors; 0.14% of 360,000 active;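 also: potency is read from the fitted curve at half-maximal effect; plate controls were vehicle for no effect and positive control for full effect; nearly all actives have a fitted effect of over 50% in size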
EPAC1 agonist – EPAC1 (human) agonism. EPAC1 agonist qHTS, biochemical assay; response scale: 100% = response to 6.5 mM cAMP. Potency, µM (titrated, usually from 154 µM), for the others: at the top dose activation, usual class: activators. 0.073% of 360,000 active; also: potency is read from the fitted curve at half-maximal effect; nearly all actives have a fitted effect of over 60% in size
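Normalized to 6.5 mM cAMP, activity reflects EPAC1-catalysed release of BODIPY-GDP from Rap1B, followed kinetically over 30 min at 480 nm excitation, 540 nm emission. Reaction contained 100 nM EPAC1, 250 nM Rap1B-BODIPY-GDP, 50 uM GDP.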
Abeta yeast res – A-beta toxicity reversal in yeast; yeast expressing A-beta42, growth rescue, OD600, 48 h; response scale: 0% DMSO, 100% iron-clioquinol control; Potency, µM (series often up to 46.1 µM), without a hit: at the top dose growth rescue, hits mostly activators; 0.063% of 410,000 active; AID 1347071; also: potency is read from the fitted curve at half-maximal effect; nearly all actives have a fitted effect of over 55% in size
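Growth rescue measured by 600 nm absorbance after 48 h yeast culture at 30 C with compound. Values normalized between DMSO and an equimolar ferric chloride plus clioquinol control.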
PI5P4Ka inh – inhibitors of human PI5P4K alpha. PI5P4Kalpha enzyme, ADP-Glo luminescence, 60 min; stronger effect = lower value. max response, %. 1.2% of 330,000 active. AID 652105; active = max response of -50% or lower; inconclusive = between -30% and -50%; inactive = -30% or higher; also: value at the top dose of about 77 µM; % is scaled to controls: 0 for no effect and ±100 for the full control effect
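Enzyme plus substrate dispensed, test compounds pinned in, then ATP (5 microM final) added. After 60 min at RT, ADP-Glo reagent 1 for 45 min and reagent 2 for 30 min preceded luminescence imaging.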
WRN helicase inh – inhibitors of human WRN helicase; WRN helicase unwinding, fluorescent forked duplex, kinetic; 0.46% of 360,000 active; Potency, µM (series often up to 114 µM), without a hit: at the top dose activity change, negative = inhibition, most hits filed as inhibitors; Q14191; also: potency is read from the fitted curve at half-maximal effect; % is scaled to controls: 0 for no effect and ±100 for the full control effect; nearly all actives have a fitted effect of over 55% in size
Target sequence (Q14191 whole entry, looked up): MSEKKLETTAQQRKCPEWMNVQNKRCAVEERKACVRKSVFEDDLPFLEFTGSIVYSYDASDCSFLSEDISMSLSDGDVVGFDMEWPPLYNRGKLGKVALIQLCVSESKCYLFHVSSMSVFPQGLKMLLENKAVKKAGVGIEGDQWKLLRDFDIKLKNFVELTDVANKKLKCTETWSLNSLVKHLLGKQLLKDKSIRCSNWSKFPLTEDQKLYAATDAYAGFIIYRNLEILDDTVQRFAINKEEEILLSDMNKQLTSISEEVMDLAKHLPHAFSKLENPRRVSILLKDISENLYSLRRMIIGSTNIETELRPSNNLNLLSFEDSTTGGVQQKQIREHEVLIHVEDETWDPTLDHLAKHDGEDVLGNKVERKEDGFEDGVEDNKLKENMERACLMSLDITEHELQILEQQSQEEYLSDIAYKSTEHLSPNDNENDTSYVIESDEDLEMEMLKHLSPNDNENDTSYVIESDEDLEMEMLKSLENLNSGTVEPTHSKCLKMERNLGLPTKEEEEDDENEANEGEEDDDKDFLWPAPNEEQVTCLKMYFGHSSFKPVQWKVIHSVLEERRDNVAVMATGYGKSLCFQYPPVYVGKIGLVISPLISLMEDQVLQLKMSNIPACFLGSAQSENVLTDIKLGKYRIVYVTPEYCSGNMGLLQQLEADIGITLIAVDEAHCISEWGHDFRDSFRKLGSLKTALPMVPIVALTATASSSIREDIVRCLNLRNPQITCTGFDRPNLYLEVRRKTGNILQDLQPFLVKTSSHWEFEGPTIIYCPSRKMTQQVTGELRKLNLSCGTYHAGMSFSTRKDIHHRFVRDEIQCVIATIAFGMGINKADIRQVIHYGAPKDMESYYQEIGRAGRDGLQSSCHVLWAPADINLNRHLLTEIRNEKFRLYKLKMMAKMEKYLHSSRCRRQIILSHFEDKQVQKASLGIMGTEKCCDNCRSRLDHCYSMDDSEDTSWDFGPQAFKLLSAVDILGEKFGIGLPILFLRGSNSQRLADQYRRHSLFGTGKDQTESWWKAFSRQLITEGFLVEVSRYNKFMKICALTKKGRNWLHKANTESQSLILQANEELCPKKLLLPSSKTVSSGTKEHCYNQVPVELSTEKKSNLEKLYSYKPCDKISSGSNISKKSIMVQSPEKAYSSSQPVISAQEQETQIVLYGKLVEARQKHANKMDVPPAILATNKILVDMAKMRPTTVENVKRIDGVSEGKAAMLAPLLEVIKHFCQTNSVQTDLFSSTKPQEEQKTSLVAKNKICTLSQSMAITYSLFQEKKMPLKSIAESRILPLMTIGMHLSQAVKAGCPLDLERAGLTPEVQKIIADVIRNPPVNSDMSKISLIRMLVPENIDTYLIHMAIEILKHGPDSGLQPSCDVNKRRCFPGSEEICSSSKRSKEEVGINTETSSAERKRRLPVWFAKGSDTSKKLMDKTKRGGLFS
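Fluorescence dequenching readout, ex 525 nm/em 598 nm, kinetic mode: forked duplex DNA (100 nM final) with adjacent fluorophore and quencher unwound by WRN (20 nM final) with 2 mM ATP. Compound preincubation 15 min, room temperature.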
The depositor's hits bear a star; ? = inconclusive; . = no result given; [ ] = dose if it differs, or a comment. Unless noted, calls follow the shape of the dose curve; as a rule, active = well fitted curve in the direction sought with a large enough effect; inconclusive = small, poorly fitted or top-dose-only effect, or another doubt; inactive = no such curve, though single readings can be large; an effect the other way counts as inactive or inconclusive. This is a random part of the collection; overall some 4.1% were active at least once.

Below each SMILES – FUS suppressor	PLK1 PBD inh	IL2 activator	EPAC1 antag	EPAC1 agonist	Abeta yeast res	PI5P4Ka inh	WRN helicase inh
1: CCCCC1CCC(C(=O)N(CCC(C)C)c2c(N)n(CCCC)c(=O)[nH]c2=O)CC1 (centres undefined)
  -10%	-1%	-3.1	3%	-13%	9%	1	-2%
2: COc1ccc(-c2c(C#N)c(N)nc3c2CCC3)cc1
  -22%	-8%	-0.6	-16%	-13%	-6%	-16	5%
3: CC(=O)Nc1ccc(C(=O)NCC2(N3CCCCC3)CCCCC2)cc1
  .	7%	-0.2	-2%	0%	-4%	-7	-21%
4: CC(C)(C)n1nc2c(c1NC(=O)c1ccc(C(F)(F)F)cc1)CS(=O)(=O)C2
  11%	-9%	-1.0	-1%	-28%	10%	-2	-17%
5: CCNC(=O)NC(=O)C(C)OC(=O)CCCc1nc2ccccc2s1 (centres undefined)
  10%	-2%	-2.8	-17%	2%	16%	0	-2%[57.1 µM]
6: Cc1nnsc1C(=O)Nc1cccc(Cl)c1
  6%	9%	0.4	-10%	4%	6%	-1	-2%
7: Cn1c(C(=O)OCC(=O)NCc2cccs2)cc2sccc21
  6%	-9%	-1.8	-21%	5%	-18%	.	2%
8: C=CCn1c(C)cc(C(=O)COC(=O)/C=C/c2cccc(OC)c2)c1C
  15%	3%	-0.1	-6%	3%	8%	6	2%
9: O=C(CN1CCCC1)Nc1ccc(F)cc1
  -15%	-8%	-2.3	-4%	-10%	-7%	5	9%
10: CC(=O)Nc1cccc(-c2csc(C(O)c3ccc(F)cc3)n2)c1 (centres undefined)
  -2%	-14%	-0.4	-12%	5%	-3%	-1	1%
11: O=C(COc1cccnc1[N+](=O)[O-])N1CCN(S(=O)(=O)c2ccc3ccccc3c2)CC1
  9%	-12%	-1.2	-16%	7%	3%	-7	28%
12: Cc1cc(C(=O)NCCc2ccc(Cl)cc2)n(-c2ccccc2)n1
  6%	-4%	-0.3	3%	2%	1%	-11	-9%
13: Cc1onc(-c2ccccc2)c1C(=O)N1CCOCC1
  11%	-5%	0.0	-9%	-2%	-2%	2	-5%
14: COc1ccc(-c2oc3cccnc3c2-c2ccc(OC)nc2)cc1
  40%	2%	-4.7	-8%	6%	-27%	-4	-9%
15: CCOC(=O)C1=C(C)N(C)C(C)=C(C(=O)OCC)C1c1ccncc1
  1%	-9%	-3.5	1%	4%	-22%	-4	16%[57.1 µM]
16: COc1ccc(S(=O)(=O)Nc2ccc(Oc3ccsc3C(=O)O)cc2)cc1
  1%	-21%	1.3	-5%	-1%	-2%	1	-5%
17: O=C(N[C@@H](Cc1ccccc1)C(=O)OCc1ccccc1)c1nc[nH]c1C(=O)N[C@@H](Cc1ccccc1)C(=O)OCc1ccccc1
  42%	3%	0.4	-4%	7%	-1%	8	0%
18: O=[N+]([O-])c1ccc(Sc2nccn2Cc2ccccc2)cc1
  -1%	-4%	-2.7	16%	3%	-10%	.	-1%
19: COc1cccc(OC)c1C(=O)N1CCN(S(=O)(=O)c2ccc(C)cc2)CC1
  7%	1%	-0.8	5%	12%	2%	-4	-6%
20: O=C1NC(=O)C(CC(=O)N(Cc2ccco2)C2(C(=O)NC3CCCC3)CCCCC2)N1 (centres undefined)
  2%	-2%	4.4	7%	-4%	-5%	2	9%[57.1 µM]
21: COc1ccc(/C=C/C(=O)NC(=S)NNC(=O)c2ccco2)cc1
  -4%	-5%	-0.1	?	-6%	7.1µM*	-29	6%
22: CCCOc1ccc(F)cc1-c1cc(C(=O)Nc2ccc(C)c(NS(C)(=O)=O)c2)[nH]n1
  0%	-14%	-0.6	-22%	-6%	-19%	-16	4%[57.1 µM]
23: Cc1ccc(C(=O)c2ccccc2C(=O)O)s1
  13%	-4%	5.6	2%	0%	18%	0	0%
24: CN(C)c1ccc(C(=O)N(Cc2ccccc2)Cc2ccccc2)cc1
  -13%	5%	-0.4	2%	0%	-2%	6	-1%
25: Fc1ccc(CN2CCN(c3ncccn3)CC2)cc1
  -1%	4%	-1.0	11%	1%	9%	.	0%
26: O=C(CN1CCCCC1)N/N=C/c1ccc(Cl)cc1
  -18%	-1%	1.4	-10%	0%	-8%	4	-11%
27: CN(C)S(=O)(=O)c1ccc(Cl)c(NC(=O)COC(=O)CCC(=O)c2cccs2)c1
  5%	-7%	-3.7	-24%	12%	10%	1	-6%
28: CCOc1ccc(C2NC(=O)C(C#N)=C(S)N2c2ccc(C)cc2)cc1OC (centres undefined)
  12%	-24%	-1.0	7%	-1%	9%	-18	-13%
29: CC1(C(=O)Nc2ccc3c(c2)OCO3)Cc2c(-c3cccc(C(N)=O)c3)ccnc2O1 (centres undefined)
  ?	-2%	-0.7	-4%	-5%	15%	-1	-4%
30: Fc1ccccc1CSCc1nc2ccccc2[nH]1
  -3%	0%	1.2	1%	-3%	8%	0	-3%

14 compounds out of the list, arranged by SMILES length, smallest number first:
Below each SMILES – FUS suppressor	PLK1 PBD inh	IL2 activator	EPAC1 antag	EPAC1 agonist	Abeta yeast res	PI5P4Ka inh	WRN helicase inh
30: Fc1ccccc1CSCc1nc2ccccc2[nH]1
  -3%	0%	1.2	1%	-3%	8%	0	-3%
23: Cc1ccc(C(=O)c2ccccc2C(=O)O)s1
  13%	-4%	5.6	2%	0%	18%	0	0%
25: Fc1ccc(CN2CCN(c3ncccn3)CC2)cc1
  -1%	4%	-1.0	11%	1%	9%	.	0%
14: COc1ccc(-c2oc3cccnc3c2-c2ccc(OC)nc2)cc1
  40%	2%	-4.7	-8%	6%	-27%	-4	-9%
24: CN(C)c1ccc(C(=O)N(Cc2ccccc2)Cc2ccccc2)cc1
  -13%	5%	-0.4	2%	0%	-2%	6	-1%
21: COc1ccc(/C=C/C(=O)NC(=S)NNC(=O)c2ccco2)cc1
  -4%	-5%	-0.1	?	-6%	7.1µM*	-29	6%
15: CCOC(=O)C1=C(C)N(C)C(C)=C(C(=O)OCC)C1c1ccncc1
  1%	-9%	-3.5	1%	4%	-22%	-4	16%[57.1 µM]
16: COc1ccc(S(=O)(=O)Nc2ccc(Oc3ccsc3C(=O)O)cc2)cc1
  1%	-21%	1.3	-5%	-1%	-2%	1	-5%
28: CCOc1ccc(C2NC(=O)C(C#N)=C(S)N2c2ccc(C)cc2)cc1OC (centres undefined)
  12%	-24%	-1.0	7%	-1%	9%	-18	-13%
19: COc1cccc(OC)c1C(=O)N1CCN(S(=O)(=O)c2ccc(C)cc2)CC1
  7%	1%	-0.8	5%	12%	2%	-4	-6%
27: CN(C)S(=O)(=O)c1ccc(Cl)c(NC(=O)COC(=O)CCC(=O)c2cccs2)c1
  5%	-7%	-3.7	-24%	12%	10%	1	-6%
29: CC1(C(=O)Nc2ccc3c(c2)OCO3)Cc2c(-c3cccc(C(N)=O)c3)ccnc2O1 (centres undefined)
  ?	-2%	-0.7	-4%	-5%	15%	-1	-4%
22: CCCOc1ccc(F)cc1-c1cc(C(=O)Nc2ccc(C)c(NS(C)(=O)=O)c2)[nH]n1
  0%	-14%	-0.6	-22%	-6%	-19%	-16	4%[57.1 µM]
17: O=C(N[C@@H](Cc1ccccc1)C(=O)OCc1ccccc1)c1nc[nH]c1C(=O)N[C@@H](Cc1ccccc1)C(=O)OCc1ccccc1
  42%	3%	0.4	-4%	7%	-1%	8	0%

(further entries)
Below each SMILES – FUS suppressor	PLK1 PBD inh	IL2 activator	EPAC1 antag	EPAC1 agonist	Abeta yeast res	PI5P4Ka inh	WRN helicase inh
31: Cc1cc(NC(=O)CSc2nc3ccccc3[nH]2)n(-c2ccccc2)n1
  8%	-3%	-0.6	-10%	-12%	-1%	1	-5%
32: CCC(=O)c1ccc(OCC(O)Cn2c(C)nc3ccccc32)cc1 (centres undefined)
  10%	3%	-1.0	3%	-2%	2%	9	1%
33: COc1ccc(CCN(C)C(=O)COc2cccc(-n3cnnn3)c2)cc1OC
  23%	-6%	0.1	-1%	3%	12%	1	-5%
34: Cc1c(NC(=O)C23CC4CC(CC(Br)(C4)C2)C3)c(=O)n(-c2ccccc2)n1C
  2%	-2%	2.8	21%	-1%	-1%	2	6%
35: CCOc1ccc(NC(=O)CSc2ncn[nH]2)c([N+](=O)[O-])c1
  26%	0%	-0.1	14%	-5%	-4%	4	-6%
36: CCn1nccc1NC(=O)c1csc([C@H]2C[C@H](O)[C@@H](CO)O2)n1
  -24%	-6%	0.1	-19%	8%	-11%	-2	0%
37: CCC1Sc2ccccc2N(CC(=O)NC2CCCC2)C1=O (centres undefined)
  0%	-8%	-3.1	-3%	7%	4%	.	-13%[57.1 µM]
38: COc1ccccc1NC(=O)CSc1n[nH]c(-c2ccco2)n1
  11%	27µM*	-0.7	-29%	-6%	-6%	1	-11%
39: CCc1nn2c(=O)cc(CSc3nc(C)cc(=O)[nH]3)nc2s1
  -27%	4%	-1.4	4%	-5%	-9%	0	2%
40: CC1CCC2(CC1)NC(=O)N(CC(=O)Nc1ccc3[nH]c(=O)[nH]c3c1)C2=O (centres undefined)
  15%	-3%	-0.1	-13%	3%	-6%	-3	1%
41: COc1cc(OC)c(OC)cc1/C=C1\SC(N2CCCCC2)=NC1=O
  36%	-21%	-4.5	-10%	5%	5%	?	-10%
42: C/C(=N\NC(=O)C(N)=O)c1ccc(NC(=O)c2cccs2)cc1
  -2%	-5%	-0.7	-3%	-4%	-16%	-11	4%[57.1 µM]
43: CCOC(=O)c1cccc(NC(=O)CSc2nnc(-c3ccncc3)n2CCCOC)c1
  24%	-4%	-2.2	1%	9%	3%	.	8%
44: O=C(CSc1ccc(-c2ccccc2)nn1)N1CCN(c2ccccc2)CC1
  .	-4%	-0.7	-3%	4%	-10%	-7	-35%
45: COc1cccc(Cn2nnc(C(=O)NCCc3ccc(Cl)cc3)c2N)c1
  -9%	-15%	-3.3	-21%	-5%	0%	1	4%
46: CC(=O)Nc1ccc(NC(=O)C(=O)NCC(c2ccco2)N2CCc3ccccc3C2)cc1 (centres undefined)
  22%	-5%	-4.6	-8%	-5%	-14%	-3	8%
47: Cc1nc2c(C(=O)NCc3ccc4c(c3)OCO4)c[nH]n2c(=O)c1Cc1ccccc1F
  52%	21µM*	-0.3	?	7%	-1%	.	?
48: Cc1cc2ccccc2c(=O)n1CC(=O)NCC(=O)N1CCN(c2cccc(Cl)c2)CC1
  15%	-7%	-3.1	-2%	-5%	-6%	0	9%

Bioassay records deposited in PubChem BioAssay by National Center for Advancing Translational Sciences (NCATS).
